High-throughput results: PubChem, National Center for Advancing Translational Sciences (NCATS)
Pf growth 96h: P. falciparum growth inhibition at 96 hour, primary screen for plastid delayed-death inhibitors | P. falciparum luciferase reporter growth, 96 h | Potency, µM (series often up to 28.7 µM), for inactives: at the top dose activity change, negative = inhibition, usual class: inhibitors | 6.9% of 320,000 active | AID 504834; note: potency is the fitted concentration of half-maximal effect; % is set by controls: 0 for no effect and ±100 for the full control effect
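Compounds incubated with erythrocytes infected by luciferase-expressing P. falciparum (2% hematocrit, 0.05% parasitemia final) for 96 hours, 37 C in 5% CO2. Growth inhibition scored as decreased luciferase luminescence.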
Pf growth 48h: P. falciparum growth inhibition at 48 hours (one generation). P. falciparum luciferase growth in erythrocytes, 48 h. Potency, µM (doses to about 28.7 µM), inactives show at the top dose activity change, negative = inhibition, usual class: inhibitors. AID 504832. 5.9% of 310,000 active; note: potency is the fitted concentration of half-maximal effect; % is set by controls: 0 for no effect and ±100 for the full control effect
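Erythrocytes infected with P. falciparum carrying an integrated firefly luciferase reporter (2% hematocrit, 0.1% parasitemia final) were exposed to compounds in RPMI 1640 with 0.5% Albumax at 37 C, 5% CO2. Growth inhibition was scored as reduced luminescence.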
Shiga inhibitor: Shiga toxin inhibition; Vero cells, Shiga toxin protein synthesis inhibition reporter; AID 2315; 9.2% of 290,000 active; inhibition, % at 38.7 µM; in the data active = inhibition mostly above about 28%, no sharp cut-off; inactive = mostly below about 43%; note: 0% is about no effect
TbPYK inhibitor: T. brucei pyruvate kinase inhibition; Q57TT1; Potency, µM (highest dose often 76.8 µM), for the others: top-dose activity, negative = inhibition, actives largely listed as inhibitors; TbPYK enzyme, Kinase-Glo Plus ATP luminescence, 45 min; 0.12% of 410,000 active; note: potency is the fitted concentration of half-maximal effect; % is set by controls: 0 for no effect and ±100 for the full control effect; nearly all actives have a fitted effect of over 50% in size
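In this concentration-response screen, enzyme-free wells defined baseline while DMSO plates tracked drift. Each reaction combined TbPYK, substrate, compound and 130 uM ADP for 45 min at room temperature. Kinase-Glo Plus luminescence gave the signal.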
AmpC no deterg: inhibitors of E. coli AmpC beta-lactamase without detergent | AmpC nitrocefin hydrolysis, absorbance 480 nm, 0.0001% Triton | Potency, µM (top dose mostly 57.1 µM), inactives show at the top dose activity change, negative = inhibition, actives largely listed as inhibitors | 0.52% of 330,000 active;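 note: potency is the fitted concentration of half-maximal effect; plate controls were no compound for no effect and no enzyme for full effect; nearly all actives have a fitted effect of over 20% in size; some results filed as inactive show a strong effect at the top dose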
Target sequence (P00811 whole entry, looked up): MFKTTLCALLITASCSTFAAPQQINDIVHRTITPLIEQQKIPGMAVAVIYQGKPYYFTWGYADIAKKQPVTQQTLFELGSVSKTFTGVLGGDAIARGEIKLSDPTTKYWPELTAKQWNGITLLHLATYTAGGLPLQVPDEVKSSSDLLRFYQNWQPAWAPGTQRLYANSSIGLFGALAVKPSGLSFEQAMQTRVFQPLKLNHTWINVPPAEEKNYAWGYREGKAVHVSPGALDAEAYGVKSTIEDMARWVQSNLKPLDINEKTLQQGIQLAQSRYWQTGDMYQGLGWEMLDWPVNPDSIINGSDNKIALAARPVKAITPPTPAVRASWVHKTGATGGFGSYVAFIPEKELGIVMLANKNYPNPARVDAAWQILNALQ
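20 mM phosphate pH 7.0 + 0.01% (detergent screen) or 0.0001% Triton X-100; 5.3 nM AmpC reagent; cpd preinc 15 min RT; nitrocefin (800 uM stock) to start; A480 q20 s × 4 min; Activity was normalised to no-enzyme and no-compound control wells.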
CHX counter: counter-screen for Shiga toxin inhibitors: cycloheximide protein synthesis inhibition | cell reporter, cycloheximide protein synthesis inhibition counterscreen | max response, % | 12% of 300,000 active | AID 2314; in the data active = max response mostly above about 13%, no sharp cut-off; inactive = mostly below about 14%; note: read at 38.3 µM for the half of the compounds with a filed dose; 0% is about no effect
LmPK inhibitor: LmPK (Leishmania mexicana) enzyme inhibition; Q27686; purified LmPK, Kinase-Glo ATP luminescence, 1 h; Potency, µM (series often up to 57.5 µM), inactives show top-dose activity change, negative = inhibition, hits mostly inhibitors; 0.37% of 290,000 active; AID 1721; note: potency is the fitted concentration of half-maximal effect; % is set by controls: 0 for no effect and ±100 for the full control effect
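Kinase-Glo luminescence read after 1 h RT reaction of 0.1 nM LmPK with 0.5 mM PEP and 0.1 mM ADP. Activity scaled between uninhibited and enzyme-free controls.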
Starred values were filed as active, the others as inactive; ? = inconclusive; · = not tested or not shown; [ ] = another dose, or the depositor's remark. Unless noted, calls come from the whole dose curve; as a rule, active = well fitted curve in the direction sought with a large enough effect; inconclusive = small, poorly fitted or top-dose-only effect, or another doubt; inactive = no such curve, though single readings can be large; an effect the other way counts as inactive or inconclusive.

| cpd | molecule | TbPYK inhibitor | Pf growth 96h | CHX counter | Shiga inhibitor | AmpC no deterg | Pf growth 48h | LmPK inhibitor |
| --- | --- | --- | --- | --- | --- | --- | --- | --- |
| 1 | c1csc(CSc2nnc3sc4ccccc4n23)c1 | 1% | 5% | 32* | 106* | -25% | 196%[activator] | -5% |
| 2 | Cc1cccc(NC(=O)CSc2nnc(NC(=O)c3ccco3)s2)c1 | -1% | 125%[activator] | 26 | 43* | -31% | 56%[activator] | 2% |
| 3 | COc1ccc(Nc2nc3ccccc3c(=O)s2)c(OC)c1 | -4% | ? | -3 | 18 | -28% | ? | -2% |
| 4 | COc1ccc(CNC(=O)COC(=O)C2CCC(C(C)(C)C)CC2)cc1 (stereo not drawn) | 19% | -1% | -4 | 5 | 80%[activator] | 15% | 0% |
| 5 | CCC1CCCCN1C(=O)COc1ccc2c(c1)OCO2 (stereo not drawn) | -3% | ? | -1 | 3 | -4% | 16% | -13% |
| 6 | N#CCCCSc1nnc(-c2ccc(Cl)cc2)n1-c1ccccc1 | -5% | 76%[activator] | 2 | -6 | 62%[activator] | 1% | -2% |
| 7 | Cc1ccc(/C=C/C(=O)O)cc1S(=O)(=O)NCCCC(=O)O | -9% | 4% | -4 | -1 | -8% | 8% | 2% |
| 8 | N/C(=N\OC(=O)c1ccc([N+](=O)[O-])cc1)c1ccccn1 | -24% | 22% | 43* | 71* | -12% | 437%[activator] | 5µM* |
| 9 | COc1cc(/C=N/NC(=O)CN(Cc2ccco2)S(=O)(=O)c2ccccc2)ccc1O | 0% | ? | 18* | -4 | -57% | -8% | 1% |
| 10 | CCOc1cccc(C(=O)NC(=S)Nc2ccc(N3CCN(CC)CC3)cc2)c1 | 6% | ? | 0 | 51 | -4% | ? | -2% |
| 11 | Cc1ccc(CCNC(=O)c2c[nH]c3ccc(S(=O)(=O)Nc4ccc(C)cc4C)cc3c2=O)cc1 | 5% | ? | · | · | -58% | ? | · |
| 12 | COc1ccc(Nc2ccc(C(N)=O)cc2[N+](=O)[O-])cc1 | -3% | 7% | 3 | -8 | -8% | 21% | 3% |
| 13 | CCC(=O)OCn1nnc2ccccc2c1=O | 0% | 6% | -5 | -7 | -28% | -4% | 0%[11.5 µM] |
| 14 | O=C(NCC(F)(F)F)Nc1ccccn1 | -3% | -28% | -4 | -10 | -9% | · | 2% |
| 15 | C#CCOCCOCCOCCNc1nc(N2CCN(C(=O)[C@H](CCCCN)n3cc([C@@H](N)CO)nn3)CC2)nc(N2CCN(C(=O)[C@H](Cc3ccc(O)cc3)n3cc([C@@H](N)CC(C)C)nn3)CC2)n1 | -4% | 57%[activator] | -1 | -20 | 120%[activator] | 31%[activator] | 0% |
| 16 | Cn1c(SCc2ccccc2)nnc1-c1ccc(O)cc1 | 1% | 21% | 31* | 66* | -9% | 7% | 2% |

Seven structures from above, sorted by length of the SMILES, low to high.
| cpd | molecule | TbPYK inhibitor | Pf growth 96h | CHX counter | Shiga inhibitor | AmpC no deterg | Pf growth 48h | LmPK inhibitor |
| --- | --- | --- | --- | --- | --- | --- | --- | --- |
| 14 | O=C(NCC(F)(F)F)Nc1ccccn1 | -3% | -28% | -4 | -10 | -9% | · | 2% |
| 13 | CCC(=O)OCn1nnc2ccccc2c1=O | 0% | 6% | -5 | -7 | -28% | -4% | 0%[11.5 µM] |
| 12 | COc1ccc(Nc2ccc(C(N)=O)cc2[N+](=O)[O-])cc1 | -3% | 7% | 3 | -8 | -8% | 21% | 3% |
| 8 | N/C(=N\OC(=O)c1ccc([N+](=O)[O-])cc1)c1ccccn1 | -24% | 22% | 43* | 71* | -12% | 437%[activator] | 5µM* |
| 10 | CCOc1cccc(C(=O)NC(=S)Nc2ccc(N3CCN(CC)CC3)cc2)c1 | 6% | ? | 0 | 51 | -4% | ? | -2% |
| 11 | Cc1ccc(CCNC(=O)c2c[nH]c3ccc(S(=O)(=O)Nc4ccc(C)cc4C)cc3c2=O)cc1 | 5% | ? | · | · | -58% | ? | · |
| 15 | C#CCOCCOCCOCCNc1nc(N2CCN(C(=O)[C@H](CCCCN)n3cc([C@@H](N)CO)nn3)CC2)nc(N2CCN(C(=O)[C@H](Cc3ccc(O)cc3)n3cc([C@@H](N)CC(C)C)nn3)CC2)n1 | -4% | 57%[activator] | -1 | -20 | 120%[activator] | 31%[activator] | 0% |

Remaining list, next part
| cpd | molecule | TbPYK inhibitor | Pf growth 96h | CHX counter | Shiga inhibitor | AmpC no deterg | Pf growth 48h | LmPK inhibitor |
| --- | --- | --- | --- | --- | --- | --- | --- | --- |
| 17 | C=C(C)C1Cc2c(C)nn(-c3ccccc3)c2C1 (stereo not drawn) | 0% | 18% | -1 | 7 | -10% | 6% | 1% |
| 18 | O=C(CCS(=O)(=O)c1ccc(Br)cc1)NCCc1ccc(Cl)cc1 | 8% | -2% | -3 | -14 | -26% | -18% | -3% |
| 19 | Cc1c(NC(=O)C23CC4CC(CC(C4)C2)C3)c(=O)n(-c2ccccc2)n1C | 1% | 37%[activator] | 1 | -6 | -4% | 6% | 0% |
| 20 | CCN(CC(=O)NC1CCCCCC1)S(=O)(=O)c1ccccc1 | -4% | · | 10 | -2 | 1% | -9% | 0% |
| 21 | CSCCC(NC(=O)c1c(C)oc2c1CCCC2)C(=O)O (stereo not drawn) | 3% | 0% | -2 | -19 | -24% | 10% | -1% |
| 22 | CCOC(=O)c1cnn(-c2nc3sc4c(c3c(=O)[nH]2)CCCC4)c1N | · | 23% | -8 | -7 | -14% | ? | -1% |
| 23 | O=C(CCNC(=O)c1ccc([N+](=O)[O-])cc1)Nc1cccc(S(=O)(=O)N2CCOCC2)c1 | -12% | ? | · | · | -26% | 1% | · |
| 24 | CCOC(=O)N1CCN(C(=O)/C(=C/c2cccc3ccccc23)NC(=O)c2ccc(OC)cc2)CC1 | -5% | 9.3µM* | 17* | 11 | 154%[activator] | 13µM* | 2% |

Down the list, from the results shown:
Nos. 2–9 in Pf growth 96h: 125%[activator], ?, -1%, ?, 76%[activator], 4%, 22%, ?
Nos. 2–9 in CHX counter: 26, -3, -4, -1, 2, -4, 43*, 18*
Nos. 2–9 in AmpC no deterg: -31%, -28%, 80%[activator], -4%, 62%[activator], -8%, -12%, -57%

(more compounds)
| cpd | molecule | TbPYK inhibitor | Pf growth 96h | CHX counter | Shiga inhibitor | AmpC no deterg | Pf growth 48h | LmPK inhibitor |
| --- | --- | --- | --- | --- | --- | --- | --- | --- |
| 25 | COC(=O)c1ccc(Oc2cc(C)nc(SC)n2)cc1 | ? | ? | -3 | 18 | 2% | 6% | 0% |
| 26 | Cc1ccc(-c2nnc(N)o2)cc1 | -1% | 2% | 14 | 30 | -8% | 19% | 1% |
| 27 | CCCC1=[N+](CC(=O)c2ccc(C)cc2)CCn2cccc21 | -1% | ? | 1 | -6 | -9% | 10µM* | 0% |
| 28 | CC(C)(C)NC(=O)C(c1ccncc1)N(C(=O)Cn1nnc(-c2ccc(F)cc2)n1)c1ccc(F)cc1 (stereo not drawn) | -3% | 4% | -1 | -15 | 30% | 2.6µM* | -1% |
| 29 | COc1ccc(CCC(=O)NNC(=S)NCc2ccc(F)cc2)cc1 | 5% | -9% | -5 | 13 | -18% | ? | -2% |
